CYP2C9 act – activators of human CYP2C9. recombinant CYP2C9, luciferin-H conversion, luminescence; hits give high values; factor 1 = untreated enzyme, 0 = blocked. actives 1.4% (n = 96,000). activation factor at 5 µM. AID 1024. P11712;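 active = activation factor of 2 or more for CYP2C9 at a 5 µM dose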;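 note: 0 = sulfaphenazole-blocked wells and 1 = vehicle-only wells; values of inactives mirror those of a sister screen read the other way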
Target sequence (P11712 whole entry, looked up): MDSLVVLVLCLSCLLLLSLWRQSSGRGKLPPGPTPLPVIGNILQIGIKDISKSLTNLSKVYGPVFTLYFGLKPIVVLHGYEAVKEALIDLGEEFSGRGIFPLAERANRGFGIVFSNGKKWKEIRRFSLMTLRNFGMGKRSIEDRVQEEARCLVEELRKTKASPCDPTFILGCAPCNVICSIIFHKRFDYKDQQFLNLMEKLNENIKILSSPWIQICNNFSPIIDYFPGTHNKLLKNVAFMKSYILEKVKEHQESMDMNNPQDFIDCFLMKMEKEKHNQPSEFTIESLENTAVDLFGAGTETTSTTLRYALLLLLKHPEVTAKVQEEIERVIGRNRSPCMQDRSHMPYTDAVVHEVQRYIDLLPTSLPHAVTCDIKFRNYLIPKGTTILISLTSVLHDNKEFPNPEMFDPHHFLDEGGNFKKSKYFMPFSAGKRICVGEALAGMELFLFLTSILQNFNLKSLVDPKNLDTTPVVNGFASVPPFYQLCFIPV
VCAM1 TNFa inh – reduces TNF alpha induced VCAM1 expression in HUVEC. HUVEC TNFa-induced VCAM-1 immunofluorescence, high-content imaging. inhibition, % at 2 µM. actives 0.48% (n = 95,000). AID 802;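 active = inhibition above the batch mean plus 3 SD, with images confirmed as a hit by eye, cut at about 37% in these data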;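 note: 0% = TNF-stimulated DMSO wells and 100% = unstimulated control wells; not every result past the cut was called active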
CYP2C9 inhib – human CYP2C9 inhibition | P11712 | CYP2C9 Supersomes, luciferin-H conversion, luminescence | inhibition, % at 5 µM | actives 20% (n = 96,000);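 active = blocking of liver enzyme CYP2C9 beyond about 50% at 5 µM, limit read from the data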; note: values of inactives mirror those of a sister screen read the other way
IL1B cytotox – HUVEC cytotoxicity counter-screen, IL-1B stimulated; HUVEC cell count loss, Hoechst imaging; actives 0.41% (n = 94,000); cell count reduction, % at 2 µM;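 active = cell count reduction more than 3 SD above the screen-wide mean, cut at about 70% in these data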;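 note: normalized per plate to untreated control cells as the no-loss baseline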
CYP2C19 inhib – inhibitors of human CYP2C19. actives 21% (n = 96,000). CYP2C19 Supersomes, luciferin-H EGE luminescence, 30 min. inhibition, % at 5 µM. P33261;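 active = CYP2C19 inhibition above a set limit at 5 µM in the primary screen, cut at about 50% in these data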;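 note: plate controls were negative control wells for no effect and 2.5 mM tranylcypromine positive control for full effect; values of inactives mirror those of a sister screen read the other way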
CYP2C19 activ – increases human CYP2C19 enzyme activity; recombinant CYP2C19, luciferin-H EGE luminescence; hits give high values; 0 = fully inhibited enzyme, 1 = untreated enzyme; activation factor at 5 µM; 96,000 tested, under 10 active;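 active = activation factor of at least 2 at 5 µM in the primary screen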;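 note: 0 = wells with 2.5 mM tranylcypromine and 1 = vehicle-only wells; values of inactives mirror those of a sister screen read the other way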
Calb biofilm kill – kills Candida albicans biofilms; C. albicans biofilm + clotrimazole, Alamar Blue; inhibition, % at 6 µM; actives 0.14% (n = 85,000);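 active = inhibition above 20%; inactive = inhibition below 20%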;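 note: preformed 24 hr biofilms exposed to compound for 48 hr; 0% = biofilm without compound and 100% = blank killed by clotrimazole plus chlorhexidine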
TNFa cytotox – toxic to HUVEC cells under TNF alpha stimulation; actives 0.17% (n = 93,000); cell count reduction, % at 2 µM; HUVEC TNFalpha-stimulated, Hoechst cell count, imaging;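 active = cell count reduction exceeding the screen mean by over 5 SD, scaled to untreated wells per plate, cut at about 78% in these data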;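 note: cells counted after 24 h of TNF alpha exposure following the 1 h pretreatment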
hDAT+cocaine – human DAT dopamine uptake with cocaine, either direction; Q01959; LLC-PK1 hDAT cells, [14C]-dopamine uptake with cocaine IC80; actives deviate in either direction; B-score at 10 µM; actives 1.3% (n = 110,000); AID 449768;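 active = Z score or B-score, a plate-position-corrected score, falls beyond the plate's 99.7% confidence bounds, in either direction; inactive = both scores lie inside the 99.7% bounds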;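 note: scored against the spread of the other compound wells on the same plate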
Target sequence (Q01959 whole entry, looked up): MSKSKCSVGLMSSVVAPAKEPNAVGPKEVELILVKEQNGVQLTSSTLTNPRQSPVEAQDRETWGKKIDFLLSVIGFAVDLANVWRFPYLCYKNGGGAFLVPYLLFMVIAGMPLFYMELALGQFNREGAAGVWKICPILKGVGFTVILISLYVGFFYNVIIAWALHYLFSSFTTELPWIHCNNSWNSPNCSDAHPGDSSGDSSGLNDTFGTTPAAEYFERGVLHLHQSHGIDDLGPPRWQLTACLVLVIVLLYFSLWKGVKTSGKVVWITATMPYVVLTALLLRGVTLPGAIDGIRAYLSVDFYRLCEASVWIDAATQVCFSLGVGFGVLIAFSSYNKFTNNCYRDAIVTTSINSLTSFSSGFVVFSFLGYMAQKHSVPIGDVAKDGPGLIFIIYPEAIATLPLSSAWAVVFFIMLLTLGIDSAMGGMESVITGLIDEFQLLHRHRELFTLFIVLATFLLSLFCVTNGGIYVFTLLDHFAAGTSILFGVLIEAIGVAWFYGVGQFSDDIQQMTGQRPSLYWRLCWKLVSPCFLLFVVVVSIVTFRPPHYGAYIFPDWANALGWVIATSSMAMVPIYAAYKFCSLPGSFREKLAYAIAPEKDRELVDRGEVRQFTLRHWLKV
Active calls of the source: *; x = no result given.

| structure | CYP2C9 act | VCAM1 TNFa inh | CYP2C9 inhib | IL1B cytotox | CYP2C19 inhib | CYP2C19 activ | Calb biofilm kill | TNFa cytotox | hDAT+cocaine |
| --- | --- | --- | --- | --- | --- | --- | --- | --- | --- |
| Cc1cc(C(C)(C)C)oc1C(=O)N(CC(=O)NC1CCCC1)c1c(C)cccc1C | 0.7 | -6 | 33 | -7 | 42 | 0.6 | x | -20 | -0.061 |
| COC(=O)C1=C(C)Nc2ccc(C)cc2S1 | 0.5 | 20 | 50 | 9 | 62* | 0.4 | 12 | -26 | 0.4 |
| COCc1[nH]nc2c1C(c1ccccc1F)C(C#N)=C(N)O2 (stereo unspecified) | 1 | x | -5 | x | 13 | 0.9 | 4 | x | -0.18 |
| Cc1ccc2nc(CSc3nc(C)ccc3C#N)[nH]c2c1 | 0.5 | -3 | 50 | 2 | 58* | 0.4 | x | -1 | 0.55 |
| Cc1ccc(C2CC(=O)NC(SCc3ccccc3)=C2C#N)o1 (stereo unspecified) | 0.5 | -12 | 53* | -8 | 34 | 0.7 | x | 8 | 0.21 |
| COc1c(F)c(F)c(C(=O)Nc2ccc3oc(-c4ccncc4)nc3c2)c(F)c1F | 1.1 | -5 | -9 | 28 | -8 | 1.1 | -2 | -32 | -0.14 |
| COc1ccccc1NC(=O)CSc1nnnn1Cc1ccccc1 | 1 | 14 | 2 | -36 | 92* | 0.1 | 1 | -1 | 1.5 |
| COc1ccc(-c2nnc(NC(=O)c3cc(Cl)ccc3Cl)o2)cc1 | 0.9 | 8 | 8 | -9 | 7 | 0.9 | 9 | -33 | 1.7 |

Further entries
| structure | CYP2C9 act | VCAM1 TNFa inh | CYP2C9 inhib | IL1B cytotox | CYP2C19 inhib | CYP2C19 activ | Calb biofilm kill | TNFa cytotox | hDAT+cocaine |
| --- | --- | --- | --- | --- | --- | --- | --- | --- | --- |
| O=C(c1ccc(-n2cccc2)cc1)N1CCOCC1 | 1 | 10 | -3 | 19 | 7 | 0.9 | 4 | -9 | -1.2 |
| CCOC(=O)N1CCN(C(=O)Cc2ccc(C)cc2)CC1 | 0.6 | 3 | 45 | 4 | 24 | 0.8 | 7 | -4 | -0.011 |
| COCCN1C(=O)C(O)=C(C(C)=O)C1c1ccc(OC)c(OC)c1 (stereo unspecified) | 1.1 | -10 | -9 | 17 | -7 | 1.1 | 5 | -18 | -0.072 |
| N/C(=N\OC(=O)COc1ccc2ccccc2c1)c1ccccn1 | 1 | 8 | -1 | 0 | 9 | 0.9 | x | 1 | -0.013 |
| Cc1nc2sc3c(c2c2nc(-c4ccco4)nn12)CCCC3 | 0.9 | x | 8 | x | 9 | 0.9 | 5 | x | -1.6 |
| O=C(Nc1ccc2c(c1)OCCO2)NC1CCCCC1 | 1.1 | 29 | -9 | -43 | 21 | 0.8 | 6 | -32 | -0.38 |
| Cc1ccc2[nH]c(=O)c(CN(Cc3ccco3)C(=O)c3cccs3)cc2c1 | x | 6 | x | -13 | x | x | 3 | -3 | 0.0054 |
| CC(=O)N1CCN(c2ccc(NCc3ccc(C)s3)cc2)CC1 | 0.7 | x | 33 | x | 22 | 0.8 | 15 | x | -0.57 |

(next part)
| structure | CYP2C9 act | VCAM1 TNFa inh | CYP2C9 inhib | IL1B cytotox | CYP2C19 inhib | CYP2C19 activ | Calb biofilm kill | TNFa cytotox | hDAT+cocaine |
| --- | --- | --- | --- | --- | --- | --- | --- | --- | --- |
| Cc1ccccc1OCCn1cc(/C(N)=N/O)c2ccccc21 | 0.8 | 5 | 23 | -14 | 67* | 0.3 | 5 | -9 | 0.0045 |
| O=C(O)CN1C(=O)SC(Nc2ccccc2C(=O)O)C1=O (stereo unspecified) | 1.1 | 4 | -9 | -24 | 1 | 1 | 7 | 2 | 0.16 |
| CCN(CC)c1ccc(C2C(C(=O)OCCOC)=C(C)NC3=C2C(=O)CCC3)cc1 (stereo unspecified) | 0.6 | -3 | 37 | -30 | 45 | 0.6 | x | 1 | 0.96 |
| N#Cc1nc(-c2ccccc2F)oc1NC1CCCCC1 | 0.7 | 1 | 28 | -11 | 33 | 0.7 | 0 | -13 | 0.38 |
| CCOC(=O)C1=C(c2ccccc2)OC(N)=C(C#N)C1c1ccc(Cl)s1 (stereo unspecified) | 0.8 | 8 | 22 | -18 | 34 | 0.7 | x | 2 | 1.3 |
| Cc1cccc(N=C2NC(=O)/C(=C3/C(=O)N(C)c4ccccc43)S2)c1C | 0.1 | 11 | 93* | -6 | 50* | 0.5 | 7 | -8 | -0.58 |
| CCCC(c1nnnn1CC(=O)OCC)N(Cc1cc2ccc(C)cc2[nH]c1=O)C1CCCC1 (stereo unspecified) | 0.7 | -4 | 30 | -1 | 49 | 0.5 | 3 | -17 | -0.66 |
| COc1cccc(C(=O)c2cc3ccc(O)cc3oc2=O)c1 | 0.1 | 4 | 93* | -26 | 83* | 0.2 | 4 | -9 | -1.7 |

(further entries)
| structure | CYP2C9 act | VCAM1 TNFa inh | CYP2C9 inhib | IL1B cytotox | CYP2C19 inhib | CYP2C19 activ | Calb biofilm kill | TNFa cytotox | hDAT+cocaine |
| --- | --- | --- | --- | --- | --- | --- | --- | --- | --- |
| COc1ccc(OCC(=O)N2CCN(c3cccc(C(F)(F)F)c3)CC2)cc1 | 0.7 | -24 | 32 | 9 | 33 | 0.7 | 7 | 12 | 0.43 |
| O=C(CCS(=O)(=O)c1ccccc1)Nc1nccs1 | 0.9 | -14 | 12 | 14 | 38 | 0.6 | 1 | 8 | -0.78 |
| COC(=O)c1[nH]c2ccc(C)cc2c1NC(=O)NC1CCCCC1 | 0.9 | -14 | 14 | 1 | -3 | 1 | 2 | -39 | 0.19 |
| CCc1cc2cc(C(=O)Nc3ccc(C)cc3)sc2s1 | x | -17 | x | 9 | x | x | -2 | 3 | -0.12 |
| COc1ccc(C(=O)c2sc(NC(C)C)nc2N)cc1OC | 0.9 | 8 | 8 | -44 | 86* | 0.1 | 5 | -13 | 0.77 |
| O=c1c2cnn(-c3ccccc3)c2nc(-c2ccco2)n1-c1ccccc1 | 0.8 | -10 | 25 | -1 | 13 | 0.9 | -1 | -16 | 0.46 |
| CSc1nc2n(n1)C(c1cccc(F)c1)C(C(=O)Nc1ccc(C)cc1C)=C(C)N2 (stereo unspecified) | 0.8 | -4 | 20 | -12 | 24 | 0.8 | x | -5 | -0.16 |
| O=C(NCc1ccco1)C1CCN(c2ccc(N3CCOCC3)nn2)CC1 | x | 10 | x | -22 | x | x | 0 | -18 | 0.21 |

More entries.
SMILES	CYP2C9 act	VCAM1 TNFa inh	CYP2C9 inhib	IL1B cytotox	CYP2C19 inhib	CYP2C19 activ	Calb biofilm kill	TNFa cytotox	hDAT+cocaine
COc1cc(Cl)cc(C#N)c1OCC(=O)O	1.2	-14	-18	-30	-5	1.1	8	-8	0.34
O=C(NC(NC1CCS(=O)(=O)C1)C(=O)c1cccs1)c1ccccc1 (stereo unspecified)	0.3	94*	69*	-200	99*	0	6	-7	0.048
Cc1onc(-c2c(Cl)cccc2Cl)c1C(=O)N1CCc2ccccc2C1	0.3	-1	73*	1	77*	0.2	-3	18	x
Cc1ccc(N2C(=O)c3ccc(N)cc3C2=O)cc1	0.7	18	30	11	14	0.9	4	12	0.15
FC(F)Oc1ccc(-c2csc(Cc3nnc4n3CCCCC4)n2)cc1	x	4	x	-6	x	x	x	-11	1.6
COCCN1CCN(c2c3c(nc4cc(-c5cccc(F)c5)nn24)CCC3)CC1	x	0	x	32	x	x	8	13	1.9
Cc1csc(NC(=O)C2C3C=CC(C3)C2C(=O)O)n1 (stereo unspecified)	1	-24	-1	-5	-8	1.1	1	x	-0.3
Cc1cc(Cl)cc(Cl)c1OCC(=O)NCc1ccco1	1.9	-19	-87	-9	0	1	3	-12	0.005
Cc1cccc(C)c1NC(=O)c1c(C)nn(-c2ccccc2)c1Cl	0.6	7	44	-28	51*	0.5	x	-2	-0.87
N#Cc1c(NCCCO)nc(NCc2ccccc2)c2c1CCN(Cc1ccccc1)C2	0	-6	100*	-4	44	0.6	6	-12	0.29
CCOC(=O)C1=C(C)N=C2SC(C)C(=O)N2C1/C=C/c1ccccc1OC (stereo unspecified)	0.2	-9	80*	-1	49	0.5	x	-12	0.021
O=C(NCCCN1CCN(CCCNC(=O)c2ccc(F)cc2)CC1)c1ccc(F)cc1	1.2	-3	-20	-47	-17	1.2	2	-3	-0.54
CCS(=O)(=O)NCC(c1cccnc1)N1CCN(c2ccccc2)CC1 (stereo unspecified)	1	-7	5	3	33	0.7	-1	-12	-0.19
COC(=O)C1=C(N)Oc2cc(C)n(CC3CCCO3)c(=O)c2C1c1ccccc1OC (stereo unspecified)	1.1	-25	-12	-14	-4	1	10	-16	-1.3
Cc1ccc(C)c(NC(=S)NC(NC(=O)Cc2cccc3ccccc23)C(Cl)(Cl)Cl)c1 (stereo unspecified)	0.9	67*	13	14	2	1	1	x	-1.3
CN(C)c1ccnc(-n2cccc2/C=N/OCc2ccc(F)cc2Cl)c1C#N	0	-12	96*	x	98*	0	3	-4	0.01
CCOc1ccc(S(=O)(=O)NCc2csc(C)n2)cc1	1	-5	-5	0	43	0.6	7	-5	-0.0061
CC1CCCCC12NC(=O)N(CC(=O)NC(=O)Nc1ccc3c(c1)OCCO3)C2=O (stereo unspecified)	1	-14	1	-2	19	0.8	x	-26	-0.15
O=C(COc1ccc2c3c(c(=O)oc2c1)CCC3)NC1CCCCC1	0.3	x	74*	x	54*	0.5	1	x	-0.83
O=C(Cc1ccccc1)NC1CCN(S(=O)(=O)c2cccc(F)c2)CC1	0.9	-8	9	-12	73*	0.3	9	-3	0.038
CC1=Nc2ccccc2N=C(NC(=O)CSc2nnnn2-c2ccccc2)C1c1ccccc1 (stereo unspecified)	0.1	39	95*	9	79*	0.2	-2	x	x
O=C(c1cccs1)N(Cc1ccco1)C1CCS(=O)(=O)C1 (stereo unspecified)	1.1	-2	-5	-8	56*	0.4	0	-36	-0.39
CSc1nc(N2CCOCC2)c2c(c1C#N)CC(C)(C)OC2	0	-2	97*	-122	61*	0.4	-3	-15	-0.13
COC(=O)CC1=C(C(=O)OC)C(c2cc(OC)c(OC)cc2OC)C(C#N)=C(N)O1 (stereo unspecified)	0.5	18	49	-6	34	0.7	6	-3	-0.8
COc1ccc(CCNC(=O)CCSc2nc(-c3ccco3)cc(C(F)(F)F)n2)cc1OC	0.1	5	91*	0	88*	0.1	2	-13	0.015
CC(C)CNC(=S)NC(=O)c1ccc([N+](=O)[O-])cc1	0.8	2	22	7	2	1	x	1	-0.47

A stretch of the results above, as a working copy:
SMILES	CYP2C9 act	VCAM1 TNFa inh	CYP2C9 inhib	IL1B cytotox	CYP2C19 inhib	CYP2C19 activ	Calb biofilm kill	TNFa cytotox	hDAT+cocaine
COc1cc(Cl)cc(C#N)c1OCC(=O)O	1.2	-14	-18	-30	-5	1.1	8	-8	0.34
O=C(NC(NC1CCS(=O)(=O)C1)C(=O)c1cccs1)c1ccccc1 (stereo unspecified)	0.3	94*	69*	-200	99*	0	6	-7	0.048
Cc1onc(-c2c(Cl)cccc2Cl)c1C(=O)N1CCc2ccccc2C1	0.3	-1	73*	1	77*	0.2	-3	18	x
Cc1ccc(N2C(=O)c3ccc(N)cc3C2=O)cc1	0.7	18	30	11	14	0.9	4	12	0.15
FC(F)Oc1ccc(-c2csc(Cc3nnc4n3CCCCC4)n2)cc1	x	4	x	-6	x	x	x	-11	1.6
COCCN1CCN(c2c3c(nc4cc(-c5cccc(F)c5)nn24)CCC3)CC1	x	0	x	32	x	x	8	13	1.9
Cc1csc(NC(=O)C2C3C=CC(C3)C2C(=O)O)n1 (stereo unspecified)	1	-24	-1	-5	-8	1.1	1	x	-0.3
Cc1cc(Cl)cc(Cl)c1OCC(=O)NCc1ccco1	1.9	-19	-87	-9	0	1	3	-12	0.005

Hits appear at their usual frequency. About 29% of those tested had a hit in this group.
